Compound activity from PubChem.
PAX8 reporter: PAX8 transcriptional activity inhibition; RMG-I TPO-luciferase reporter, SteadyGlo, 24 h; inhibition, % at 12.6 µM; 360,000 compounds, 1.2% hits; AID 652154;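 active = mean replicate inhibition at least 60% with every replicate also reaching 60%; inconclusive = only one of the two criteria is met; inactive = mean below 60% and not all replicates reaching 60%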;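 note: luciferase light reporting Pax8 driven TPO promoter activity; plate controls were median of neutral control wells for no effect and mitoxantrone controls for full effect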
EWS-Fli block: EWS/Fli transcriptional activity inhibition. inhibition, % at 12.6 µM. A673 NR0B1-luciferase reporter, viability-normalised. 350,000 compounds, 0.67% hits;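 active = mean inhibition of at least 50% after viability correction, with every replicate also passing that limit; inconclusive = mean reaches 50% but only one of two replicates passes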;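 note: firefly luciferase signal divided by Alamar Blue viability fluorescence both relative to DMSO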
DENV2 CPE rescue: inhibitors of DENV2 cytopathic effect | DENV2-infected cells, cytopathic effect rescue, plate reader | CPE inhibition, % at 9.99 µM | 350,000 compounds, 1.7% hits; in the data active = CPE inhibition above about 20%, passing the limit was not always enough; inconclusive = no clear call, values can overlap the other calls; tested in BHK-21 cells;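 note: 0% = median of neutral control wells and 100% = median of positive control wells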
F508del corr: correctors of CFTR F508del function in bronchial epithelial cells. activity (quench increase), % at 7.58 µM. 350,000 compounds, 0.36% hits. CFBE cells, YFP halide quenching; stimulated with forskolin plus potentiator P3; % fluorescence drop versus neutral controls;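 active = mean added fluorescence quench of at least 8% versus neutral control, with both replicates also reaching 8%; inconclusive = only one of the mean or replicate conditions met; inactive = mean below 8% and not both replicates reaching 8%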;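 note: cells transiently co-express mutant CFTR-F508del with the halide-sensitive YFP; corrector assay measuring rescue of mutant channel to the surface after 24 h compound exposure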
FN deposit inh: fibronectin deposition inhibition; 350,000 compounds, 0.086% hits; AID 743247; AH1F fibroblasts, Alexa488-fibronectin deposition fluorescence, overnight; inhibition, % at 12.6 µM;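 active = mean inhibition across replicates of 30% or more, regardless of how many single replicates reach that level; inconclusive = mean under 30% yet at least half of replicates reach 30%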;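 note: positive control wells lacked labelled fibronectin entirely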
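Material: AH1F fibroblast monolayer depositing Alexa488-labelled fibronectin into matrix | Input: 10000 AH1F cells/well | Medium: DMEM plus 2% serum, read in PBS | Reagent: Alexa488-fibronectin, 24 nM final in well | Compound dosing: One dose per compound, pinned | Schedule: 1 h adhesion, overnight exposure | Measured by: Fluorescence at 485 nm excitation, 525 nm emission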
miR-122 sensor: miR-122 inhibition in Huh7 cells; 340,000 compounds, 0.3% hits; Huh7 miR-122 Renilla luciferase sensor, 48 h; neutral wells = 0, positive control = 100; activation (reporter increase), % at 12.5 µM;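 active = mean replicate activation score at least 90 and every replicate individually at or above 90; inconclusive = only one of the two criteria met; inactive = neither criterion met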;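 note: higher luciferase means less miR-122 activity so hits act as miR-122 inhibitors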
GSIS activator: primary screen for activators of insulin secretion dependent on glucose, INS-1E cells, GLuc reporter luminescence. INS-1E GLuc reporter insulin secretion, 2-3 h. activation, % at 16.6 µM. 370,000 compounds, 0.61% hits;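 active = lowest replicate activation of at least 40%, so every replicate reaches that level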;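 note: 0% = median of neutral control wells and 100% = median of IBMX positive control wells; some compounds called inactive have numbers as strong as hits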
* = called active by the depositor; ? = inconclusive; . = no result given; & = joins results of further samples; [ ] = another dose, or the depositor's remark.

SMILES	PAX8 reporter	EWS-Fli block	DENV2 CPE rescue	F508del corr	FN deposit inh	miR-122 sensor	GSIS activator
CC(=O)Nc1ccc(NC(=O)CSc2nc3ccccc3o2)cc1	34	-22	2	-0.2	3	-5	-1
COc1ccc(S(=O)(=O)Nc2ccc3c(c2)C(=O)N([C@@H](C)CO)C[C@H](C)[C@@H](CN(C)S(=O)(=O)c2ccc(C)cc2)OCCCC[C@H](C)O3)cc1	?	3	?	2.3	-4	-5[16.7 µM]	0
C[C@H](CO)N1C[C@H](C)[C@@H](CN(C)C(=O)Cc2ccccc2)OCc2ccccc2-c2ccccc2C1=O	-17	10	0	2.8	2	.	2
CO[C@H]1CN(C)C(=O)c2ccc(NS(=O)(=O)c3cn(C)cn3)cc2OC[C@@H](C)NC[C@H]1C	.	3	-2	-0.2	-1	.	-3
Cn1cccc1C(=O)NCc1ccc(S(N)(=O)=O)cc1	-5	-10	7	-0.2	3	-3	12
Cc1cc(C(=O)N(C)C2CCCCC2)no1	6	4	2	-1.8	-4	-10	29
CC(=O)NC(C)CCc1ccccc1 (centres undefined)	-14	-9	3	-32	-3	.	4
COc1ccc(S(=O)(=O)NCc2csc(-c3cccnc3)n2)cc1	-14	-6	-3	-2.3	3	0	0
COc1ccc2c3c(n(C)c2c1)[C@H](CO)N(C(=O)c1ccccc1)CC31CCN(CC2CC2)CC1	.	-4	1	-0.1	.	.	6
CO[C@H]1CN(C)C(=O)c2cc(NC(=O)Cc3ccccc3)ccc2OC[C@H](C)N(C(C)=O)C[C@@H]1C	-3	-5	5	1.2	27	.	-9
COc1ccc(-c2cnc3c(c2)C(=O)N([C@H](C)CO)C[C@@H](C)[C@@H](CN(C)C(=O)Cc2ccccc2)O3)cc1	2	-11	-15	0.0	.	0[16.7 µM]	11
O=C(Cc1ccccc1)Nc1nnc(-c2cccs2)s1	-148	.	.	.	-2	10	.
C[C@H](CO)N1C[C@H](C)[C@@H](CN(C)S(=O)(=O)c2ccccc2F)OCc2cnnn2CCCC1=O	11&-9	0&8&4	5&-10	-2.2&2.6&0.1	-8&-6	1	13&4
Cc1ncoc1C(=O)NC1CCCc2c1cnn2-c1cc(F)cc(F)c1 (centres undefined)	1	3	-1	1.6	.	.	3
CCOC(=O)N1CCC(n2c(SCC(=O)NCCc3ccc(S(N)(=O)=O)cc3)nc3ccccc3c2=O)CC1	-4	7	-7	2.5	-2	.	5
O=C(O)C(Oc1ccc2ccccc2c1)c1ccccc1 (centres undefined)	5	7	3	-0.7	-2	4	.
C[C@@H]1CN([C@H](C)CO)C(=O)c2cc(N(C)C)ccc2O[C@@H](C)CCCCO[C@@H]1CN(C)S(=O)(=O)c1ccccc1	20	6	-3	0.6	.	0[16.7 µM]	3
COc1ccc(/C=C(\C#N)C(=O)ONC2=NCCCCC2)cc1	14	9	-7	1.6	0	.	-20
C[C@H]1CN([C@@H](C)CO)C(=O)c2cc(NC(=O)CCN3CCOCC3)ccc2O[C@@H]1CN(C)CC1CCCCC1	2	-7	16	1.1	-1	0[16.7 µM]	6
O=C(NCc1n[nH]c(=S)n1-c1ccccc1)c1ccco1	.	.	.	.	0	-7	-1
CC(C)(CNS(C)(=O)=O)SCc1ccc(Cl)cc1	-9	4	3	-0.4	29	-6	9
Cc1cccc(C)c1C(O)c1ncc(-c2ccccc2C(F)(F)F)[nH]1 (centres undefined)	-11	10	?	2.5	17	-3	.
N#C[C@@H]1[C@H](c2ccc(C#Cc3ccc(F)cc3)cc2)[C@@H](CO)N1C(=O)Nc1ccc(F)cc1	103*	75*	-16	2.9	3	.	-4
Cc1ccc(S(=O)(=O)N2CCOCC2)cc1C(=O)OCC(=O)Nc1ccc(Cl)cn1	25	5	-11	0.8	-2	-2	-9
Cc1ccc(CNC(=O)c2ccc(CS(=O)(=O)c3ccccc3)o2)cc1	-8	.	4	4.8	-1	-4	-8
O=C(O)C[C@H]1C[C@H]2c3cc(NC(=O)C4CCC4)ccc3O[C@H]2[C@H](CO)O1	-9	4	-3	-2.7	.	-1[16.7 µM]	15
O=C1CCN(CCc2ccccc2)CCN1[C@H](CO)Cc1ccccc1	-3	3	-13	-1.9	-3	0	1
O=C(O)Cc1ccc(Nc2cnn(C34CC5CC(CC(CC(=O)O)(C5)C3)C4)c(=O)c2Cl)cc1	1	-11	-5	-0.9	-9	-3	-5
O=C1Nc2ccccc2N=C(c2ccccc2)c2ccccc21	-4	-10	9	-0.5	-7	8	-9
O=S(=O)(c1ccc(N2CCOCC2)nc1)N(Cc1ccccn1)Cc1ccccn1	21	9	0	-1.2	-4	-7	0
CN(Cc1nccs1)C(=O)C1CCC(=O)N(CCc2cccc(F)c2)C1 (centres undefined)	10	.	0	0.3	2	-3	14
CC1(C)CC(=O)C2=C(C1)C(c1cn(-c3ccccc3)nc1-c1ccccc1)C(C#N)=C(N)O2 (centres undefined)	-40	-2	-4	.	2	-8	-17
O=C(c1cccc(F)c1F)N1CCCc2ccccc21	15	-2	8	2.8	10	5	9
N#Cc1ccc(-c2ccc([C@H]3[C@H](CO)N4C(=O)CN(C(=O)C5CCCCC5)C[C@@H]34)cc2)cc1	-23	4	13	-2.3	.	.	-11
O=C(Cc1ccncc1)NCC[C@H]1CC[C@H](NC(=O)C2CCC2)[C@H](CO)O1	3	-28	-6	-0.6	.	.	16
COc1ccc(C(=O)N/N=C(\C)CC(=O)Nc2ccc3ccccc3c2)c(OC)c1	-11	.	-1	1.2	-1	.	17
OCCCNc1nc(-c2ccccc2)nc2c1oc1ccccc12	25	15	15	2.5	6	.	-6
O=C(CNC(=O)c1cccc(F)c1)N/N=C/c1cc(Br)ccc1OC(=O)/C=C/c1ccco1	9	16	-3	3.3	18	-8	-8
CC(Cc1nnc(N)s1)c1ccccc1 (centres undefined)	-20	-3	-6	3.3	-3	.	-10
CC(C)c1ccc(CNC(=O)C(=O)NCC2CCCO2)cc1 (centres undefined)	-3	-1	3	1.8	-1	.	-12

Single records, from the list above. Order of values: PAX8 reporter	EWS-Fli block	DENV2 CPE rescue	F508del corr	FN deposit inh	miR-122 sensor	GSIS activator
Shown for O=C(O)C[C@H]1C[C@H]2c3cc(NC(=O)C4CCC4)ccc3O[C@H]2[C@H](CO)O1 = -9	4	-3	-2.7	.	-1[16.7 µM]	15
Shown for O=C(c1cccc(F)c1F)N1CCCc2ccccc21 = 15	-2	8	2.8	10	5	9
Shown for N#C[C@@H]1[C@H](c2ccc(C#Cc3ccc(F)cc3)cc2)[C@@H](CO)N1C(=O)Nc1ccc(F)cc1 = 103*	75*	-16	2.9	3	.	-4
Shown for C[C@@H]1CN([C@H](C)CO)C(=O)c2cc(N(C)C)ccc2O[C@@H](C)CCCCO[C@@H]1CN(C)S(=O)(=O)c1ccccc1 = 20	6	-3	0.6	.	0[16.7 µM]	3
Shown for C[C@H]1CN([C@@H](C)CO)C(=O)c2cc(NC(=O)CCN3CCOCC3)ccc2O[C@@H]1CN(C)CC1CCCCC1 = 2	-7	16	1.1	-1	0[16.7 µM]	6

(next part)
SMILES	PAX8 reporter	EWS-Fli block	DENV2 CPE rescue	F508del corr	FN deposit inh	miR-122 sensor	GSIS activator
C=CCn1c(COc2cccc3ccc(C)nc23)nnc1SCC(N)=O	8	.	.	.	-5	3	0
CC(=O)N1[C@@H]2Cn3c(cccc3=O)[C@H]1[C@@H](C(=O)NC1CCCC1)[C@@H]2CO	.	0	3	.	.	.	13
CCN(CC)CCN(Cc1cc2ccc(C)cc2[nH]c1=O)C(=O)NC1CCCCC1	-7	8	11	2.4	1	.	1
O=C1C(=O)N(CCCN2CCOCC2)C(c2ccc(Cl)cc2)/C1=C(\O)c1ccc2c(c1)OCCO2 (centres undefined)	-2	.	1	-0.5	-11	2	10
COc1ccc(C)cc1NC(=O)CSc1nnc(COc2ccccc2)n1Cc1ccco1	17	.	.	.	-1	21	-16
COc1ccc(NC(=O)Nc2ccc3c(c2)C(=O)N([C@@H](C)CO)C[C@H](C)[C@H](CN(C)Cc2ccc(C(F)(F)F)cc2)O3)cc1	28	-1	-6	-0.2	.	150*[16.7 µM]	-10
CCOC(=O)c1sc(NC(=O)C(CC)Sc2nnc3c4ccccc4n(C(C)C)c3n2)nc1C (centres undefined)	12	-2	14	0.0	-3	-1	5
CC(C)(O)[C@H]1Cc2cc3ccc(=O)oc3cc2O1	-74	-29	-1	3.6	6	-15	-2
O=C(CSc1nc2[nH]c(=O)cc(O)c2s1)Nc1cc(Cl)cc(Cl)c1	-1	-1	-2	2.3	-3	-3	9
O=C(O)CCCC(=O)Nc1ccc(Oc2cccc(C(F)(F)F)c2)nc1	-11	6	6	-0.1	-12	-7	3
Cc1cc(C)cc(C(=O)OCC(=O)NCCNC(=O)COC(=O)c2cc(C)cc(C)c2)c1	7	-7	-5	-1.3	-5	6	18
COc1cc(C#N)ccc1OCC(=O)NCCC1=CCCCC1	2	2	17	-1.5	-3	-4	30
C[C@H](CO)N1C[C@H](C)[C@H](CN(C)Cc2ccccc2)Oc2ccc(NS(=O)(=O)c3cccs3)cc2CC1=O	-10	4	15	0.2	.	41[16.7 µM]	3
O=C(NC1CC2CCCC(C1)N2C(=S)Nc1ccccc1)C1CC1 (centres undefined)	11	1	-2	2.7	3	.	9
CN(C)S(=O)(=O)c1cccc(NC(=O)COC(=O)C2(c3ccccc3F)CCCC2)c1	30	9	15	-1.2	1	5	-25
CCCCN(C(=O)c1ccc(C)c(S(=O)(=O)N2CCOCC2)c1)c1c(N)n(CC(C)C)c(=O)[nH]c1=O	.	-5	-2	1.3	-2	.	13
CCCC(=O)Nc1ccc2c(c1)C(=O)N(C)C[C@H](OC)[C@H](C)CN(C(C)=O)[C@H](C)CO2	.	1	10	2.1	-3	-20[16.7 µM]	-3
C[C@@H]1CN([C@H](C)CO)C(=O)c2c(c3ccccc3n2C)-c2ccccc2CO[C@@H]1CN(C)Cc1ccc(C(=O)O)cc1	.	-5	-2	-1.4	3	.	14
O=C(Nc1ccccc1)N1C[C@@H]2[C@H](c3ccccc31)[C@H](CO)N2Cc1ccccc1Cl	-8	-16	-1	5.6	.	7[16.7 µM]	5
CCOC(=O)Cn1c(=O)oc2cc(S(=O)(=O)N(C)c3cccc(C)c3)ccc21	22	6	0	0.5	0	.	-23
CN1C(=O)c2cc(NC(=O)C3CCCCC3)ccc2OC[C@@H]2O[C@@H](CC(=O)NCC3CCCCC3)CC[C@@H]21	-14	2	-6	-0.5	-4	.	-29
Cn1c(=O)c2c(ncn2CC(O)CNc2ccc(F)cc2)n(C)c1=O (centres undefined)	-18	-5	-2	1.8	0	.	12
COc1ccc(C)cc1S(=O)(=O)N(C)CC(=O)NCc1ccncc1	-7	-11	-3	-1.3	-7	-1	2
CCOC(=O)C1=NNC2(c3ccc(C)cc3)C(=O)N(c3ccccc3)C(=O)C12 (centres undefined)	4	7	20	.	-5	-1	-3
C[C@H](CO)N1C[C@H](C)[C@@H](CN(C)C(=O)CN(C)C)Oc2ncc(-c3ccc(C(=O)N(C)C)cc3)cc2C1=O	.	-18	11	-4.1	.	2[16.7 µM]	11
CCOC(=O)CN(C(=O)COc1nc(C)cc(C)c1C#N)c1cccc(Cl)c1	21	8	3	2.7	2	-5	1
Cc1c(Br)c([N+](=O)[O-])nn1CC(=O)Nc1ccccn1	2	2	.	0.6	-6	2	7
COc1ccc(NC(=O)Nc2ccc3c(c2)C(=O)N([C@@H](C)CO)C[C@@H](C)[C@H](CN(C)S(=O)(=O)c2cn(C)cn2)OCCCC[C@@H](C)O3)cc1	0	-14	-2	-0.6	.	0[16.7 µM]	-7
O[C@@H]1CN(Cc2ccccc2Cl)CC[C@H]1N1CCOCC1	27	5	3	0.1	0	10	8
CN(C)CC(=O)Nc1ccc2c(c1)[C@H]1C[C@H](CC(=O)N3CCOCC3)O[C@H](CO)[C@H]1O2	5	-6	4	-0.7	-7	-3[16.7 µM]	15
